Screening results from PubChem.
SNCA viab count: cell viability loss counter-screen | HEK-293-SNCA-luc viability, GF-AFC fluorescence, 24 h | 0.12% of 150,000 active | AID 1671193 | Potency, µM (titrated, usually from 57.1 µM), inactives show at the top dose activity change, negative = cytotoxicity, hits mostly cytotoxic;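 further: potency means the concentration at half of the fitted maximal effect; 0% = DMSO-treated cells and -100% = medium-only wells without cells; nearly all actives have a fitted effect of over 30% in size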
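Cytotoxicity counterscreen: after 24 h compound treatment of genome-edited SNCA-luciferase HEK-293 cells, live-cell protease substrate GF-AFC read by fluorescence after 30 min; activity scaled between DMSO (0%) and medium-only (-100%), curves Hill-fitted.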
Luciferase inh: Photinus pyralis luciferase inhibition; Potency, µM (titrated, usually from 115 µM), inactives show at the top dose activity change, negative = inhibition, hits mostly inhibitors; 2.5% of 76,000 active; purified P. pyralis luciferase, luminescence, biochemical; P08659; further: potency means the concentration at half of the fitted maximal effect; nearly all actives have a fitted effect of over 65% in size
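Purified P. pyralis luciferase (10nM final) in 50mM Tris acetate pH 7.5, 10mM Mg acetate, 0.01% Tween-20, 0.05% BSA with 10uM D-luciferin and 10uM ATP. Compounds titrated qHTS. Luminescence imaged on CCD.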
SNCA expr inh: reduces expression of the alpha-synuclein gene. HEK-293 SNCA-luciferase knock-in, luminescence, 24 h. Potency, µM (top dose mostly 57.2 µM), inactives show at the top dose activity change, negative = inhibition, most hits filed as inhibitors. 0.17% of 140,000 active. AID 1671194;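 further: potency means the concentration at half of the fitted maximal effect; plate controls were DMSO cells for no effect and cell-free wells for full effect; nearly all actives have a fitted effect of over 45% in size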
HEK cytotox: cytotoxic compounds in HEK 293 cells | HEK 293 viability, ATP luminescence (CellTiter-Glo), 48-72 h | 6.6% of 94,000 active | Potency, µM (top dose mostly 115 µM), for the others: at the top dose activity change, negative = cytotoxicity, most hits filed as inhibitors | AID 1345083; further: potency means the concentration at half of the fitted maximal effect; nearly all actives have a fitted effect of over 60% in size
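Viability of HEK 293 cells, plated at 250 cells/well, was judged by cellular ATP after compound treatment for 48 or 72 hr. Luminescence was imaged 10 min after CellTiter-Glo addition at room temperature.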
IP6K1 inhibitor: blocks human inositol hexakisphosphate kinase 1. activity change, % (series mostly up to about 58 µM). Q92551. IP6K1 kinase, ADP-Glo luminescence, 2 h; hits give low values. 0.81% of 140,000 active; in the data active means activity change below about -25%
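ADP-Glo luminescence measures ADP made by human IP6K1 during a 2 h RT reaction with ATP/IP6 (mix at 1.3 mM/130 uM); top library doses 57.5 and 19.1 uM final.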
3T3 cytotox: cytotoxic compounds in NIH 3T3 cells; NIH 3T3 viability, CellTiter-Glo ATP luminescence, 48-72 h; Potency, µM (series often up to 96.7 µM), without a hit: top-dose activity change, negative = cytotoxicity, hits mostly inhibitors; 4.3% of 94,000 active; AID 1345082; further: potency means the concentration at half of the fitted maximal effect; nearly all actives have a fitted effect of over 55% in size
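Luminescent ATP readout (CellTiter-Glo, 10 min RT) after 48 or 72 hr compound exposure of NIH 3T3 cells seeded at 400 cells/well in 1536-well format; quantitative HTS.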
GPT2 inh: blocks human glutamate pyruvate transaminase 2; Potency, µM (series often up to 57.7 µM), for the others: at the highest dose activity change, negative = inhibition, hits mostly inhibitors; Q8TD30; Recombinant GPT2, coupled pyruvate oxidase/HRP Amplex Red fluorescence; 0.25% of 100,000 active; further: potency means the concentration at half of the fitted maximal effect; nearly all actives have a fitted effect of over 60% in size; many of its hits are not listed in these tables
Target sequence (Q8TD30 whole entry, looked up): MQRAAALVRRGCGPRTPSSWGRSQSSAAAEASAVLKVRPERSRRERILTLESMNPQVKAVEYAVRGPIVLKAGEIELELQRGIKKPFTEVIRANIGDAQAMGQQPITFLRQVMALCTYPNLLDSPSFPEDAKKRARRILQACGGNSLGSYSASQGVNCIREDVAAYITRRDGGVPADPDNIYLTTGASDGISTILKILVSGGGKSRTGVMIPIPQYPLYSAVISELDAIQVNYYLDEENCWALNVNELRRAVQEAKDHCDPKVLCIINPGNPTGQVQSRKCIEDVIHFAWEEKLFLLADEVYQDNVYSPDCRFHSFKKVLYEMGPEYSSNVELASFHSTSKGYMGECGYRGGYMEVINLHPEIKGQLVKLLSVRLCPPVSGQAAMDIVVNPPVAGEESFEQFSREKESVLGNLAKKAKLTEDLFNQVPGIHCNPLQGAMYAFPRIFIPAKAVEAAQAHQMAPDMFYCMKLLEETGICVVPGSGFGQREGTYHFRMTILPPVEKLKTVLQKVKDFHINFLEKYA
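Inhibition is scored from Amplex Red fluorescence generated when pyruvate oxidase and HRP act on pyruvate released by GPT2. Reactions contain 10ng/uL enzyme, 250uM a-KG and 2mM L-alanine and run 30 min at room temperature.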
Numbers without * were called inactive; i = inactive; ? = inconclusive; · = no result given; & = joins results of further samples; [ ] = dose if it differs, or a comment. Unless noted, the call rests on the fitted dose curve; in most records, active means well fitted curve in the direction sought with a large enough effect; inconclusive means small, poorly fitted or top-dose-only effect, or another doubt; inactive means no such curve, though single readings can be large; an effect the other way counts as inactive or inconclusive. Unless noted, on the % scale 0 is the no-effect control and ±100 the full control effect. This is a subset. The share of hits here may be higher or lower than overall.

no. | structure | SNCA viab count | Luciferase inh | SNCA expr inh | HEK cytotox
1 | CCOC(=O)c1ccc(C#Cc2ccc3c(c2)C(C)(C)CCS3)nc1 | -3% | · | 30% | ·
2 | CN(C)C[C@@H]1CN(S(C)(=O)=O)C[C@H]1NC(=O)Cn1c(=O)oc2ccccc21 | -12% | 11% | -25% | -5%
3 | Cc1cc(C(=O)N2C[C@@H](COCC3CC3)[C@H](c3ccccn3)C2)ccn1 | ? | -13% | -28% | 2%
4 | COc1cc(NC(=O)CCc2nc3cccnc3n2Cc2cccs2)cc(OC)c1OC | -21% | · | 5% | ·
5 | COc1ccc(NC(=O)N(C(C)C)C2CCN(C(C)=O)CC2)c(OC)c1 | 10% | · | 4% | ·
6 | O=S(=O)(c1ccc2c(c1)OCCCO2)N1CC[C@H](CO)[C@@H](O)C1 | 1% | -2% | -6% | i
7 | Cc1cc(CNC(=O)[C@@H]2CCC[C@@H](N(C)C)CN(C)C(=O)C2)no1 | 1%[87.6 µM] | 2%[172 µM] | 8%[87.6 µM] | 2%[172 µM]
8 | Cc1cccc2cc(-c3nc(-c4cccs4)no3)c(=O)oc12 | -7% | · | 42%[activator] | ·

no. | IP6K1 inhibitor | 3T3 cytotox | GPT2 inh
1 | 6 | · | 2%&-7%
2 | -4 | 5% | 4%
3 | 5 | -10% | i
4 | 5 | · | ·
5 | 13 | · | ·
6 | -2 | -14% | 1%
7 | 5 | i | 1%[88.5 µM]
8 | 1 | · | ·

A draw from above in order of molar mass, high to low:
no. | structure | SNCA viab count | Luciferase inh | SNCA expr inh | HEK cytotox
4 | COc1cc(NC(=O)CCc2nc3cccnc3n2Cc2cccs2)cc(OC)c1OC | -21% | · | 5% | ·
2 | CN(C)C[C@@H]1CN(S(C)(=O)=O)C[C@H]1NC(=O)Cn1c(=O)oc2ccccc21 | -12% | 11% | -25% | -5%
5 | COc1ccc(NC(=O)N(C(C)C)C2CCN(C(C)=O)CC2)c(OC)c1 | 10% | · | 4% | ·
1 | CCOC(=O)c1ccc(C#Cc2ccc3c(c2)C(C)(C)CCS3)nc1 | -3% | · | 30% | ·
6 | O=S(=O)(c1ccc2c(c1)OCCCO2)N1CC[C@H](CO)[C@@H](O)C1 | 1% | -2% | -6% | i
7 | Cc1cc(CNC(=O)[C@@H]2CCC[C@@H](N(C)C)CN(C)C(=O)C2)no1 | 1%[87.6 µM] | 2%[172 µM] | 8%[87.6 µM] | 2%[172 µM]
8 | Cc1cccc2cc(-c3nc(-c4cccs4)no3)c(=O)oc12 | -7% | · | 42%[activator] | ·

no. | IP6K1 inhibitor | 3T3 cytotox | GPT2 inh
4 | 5 | · | ·
2 | -4 | 5% | 4%
5 | 13 | · | ·
1 | 6 | · | 2%&-7%
6 | -2 | -14% | 1%
7 | 5 | i | 1%[88.5 µM]
8 | 1 | · | ·

Other results follow.
no. | structure | SNCA viab count | Luciferase inh | SNCA expr inh | HEK cytotox
9 | O=C(c1ccccc1F)N1CCc2n[nH]c(=O)n2CC1 | 15% | -10% | -15% | -2%
10 | OC[C@H]1O[C@@H](OCc2ccccc2)[C@H](O[C@@H]2OC[C@@H](O)[C@H](O)[C@H]2O)[C@@H](O)[C@@H]1O | ? | · | · | ·
11 | CCOc1cc(C(=O)N2CCC[C@H]2c2nc(-c3ccc(F)cc3)no2)cc(OCC)c1OCC | -22% | -18% | -26% | ?
12 | O=C(c1cc2c(=O)oc3ccccc3c2s1)N1CCN(c2ccccc2)CC1 | -2% | · | 14% | ·
13 | Cn1ncc2c(C(=O)NCC3CC3)cc(-c3cccc(F)c3)nc21 | · | · | · | -22%[172 µM]
14 | CCN1C(=O)C2CC3(CCN(C(=O)c4n[nH]c(=O)c5ccccc45)CC3)CN2C1=O (configuration not stated) | 7% | 5% | -3% | ?
15 | CC(C)c1nc(CNC(=O)c2ccc(OC3CCN(C(=O)C4CC4)CC3)cc2)cs1 | -4% | -8% | -10% | ?
16 | c1ccc(-c2cc3c(cn2)NCCN(Cc2ccccn2)C3)cc1 | -16%[87.6 µM] | -9%[172 µM] | 28%[87.6 µM] | ?

no. | IP6K1 inhibitor | 3T3 cytotox | GPT2 inh
9 | -3 | 1% | i
10 | 16 | · | i
11 | -7 | ? | ?
12 | 17 | · | ·
13 | 12 | ? | ·
14 | -3 | -5% | 4%
15 | 23 | ? | -6%
16 | -15 | -19%[138 µM] | 2%[88.5 µM]

Additional structures follow:
no. | structure | SNCA viab count | Luciferase inh | SNCA expr inh | HEK cytotox
17 | CCO[C@@H]1O[C@H](C(COCc2ccccc2)OCc2ccccc2)[C@H](OCc2ccccc2)[C@H]1O (some centres not stated) | -23%[23.9 µM] | · | -58%[25.6 µM] | ·
18 | CCCNC(=O)c1cc2c(=O)[nH]c(C)cn2n1 | -6% | ? | 60%[activator] | -9%
19 | CCCCCCNC(=O)Cc1csc2nc(C)c(-c3cc(C)n(-c4ccccc4F)n3)c(=O)n12 | 2% | 4% | 16% | -9%
20 | O=C(Cn1cc(S(=O)(=O)N2CCN(c3ccccc3F)CC2)c2ccccc2c1=O)Nc1ccc(F)cc1Cl | 3% | · | 1% | ·
21 | O=C(c1ccc2c(c1)OCO2)N1CCN(c2cc(-c3cccs3)[nH]n2)CC1 | 3% | 13% | 3% | ?
22 | CCOc1ccc(NC(=O)Cn2cc(C(=O)c3ccccc3)c(=O)c3cc(OC)ccc32)cc1 | -12% | · | -16% | ·
23 | Cc1cc(O)c(-c2ccc([C@@H](C)CN(C)C)cc2)c2c1[nH]c(=O)c1sccc12 | ? | · | · | ·
24 | CC1(Cc2ccc3c(c2)OCO3)CCCN(C(=O)c2ccccc2-n2cncn2)C1 (configuration not stated) | 1% | -5% | -37% | ?

no. | IP6K1 inhibitor | 3T3 cytotox | GPT2 inh
17 | -12 | · | i
18 | 7 | 3% | i
19 | -6 | ? | -5%
20 | -10 | · | ·
21 | -3 | ? | i
22 | -6 | · | ·
23 | 64 | · | ?
24 | 4 | ? | 4%

Carrying on:
no. | structure | SNCA viab count | Luciferase inh | SNCA expr inh | HEK cytotox
25 | COc1ccccc1-c1cc(C(=O)Nc2ccccc2F)c2cnn(C)c2n1 | · | · | · | ?
26 | O=[S+]([O-])(c1cccc(C(F)(F)F)c1)N1CCC2(CCN(CCc3ccccc3)c3ccccc3O2)CC1 | 8% | -17% | -10% | ?
27 | CCOc1ccccc1CNC(=O)C1CCN(C(=O)N2CCOc3ccc(Cl)cc32)CC1 | -28% | · | -13% | ·
28 | Cc1ccc(NC(=O)CSc2nc3nccnc3c(=O)n2CCc2c[nH]c3ccccc23)c(C)c1 | -9% | · | -2% | ·
29 | Cc1ccc(CN2CC[C@@H]3[C@H]2C(=O)NC[C@H](CCC(=O)NCc2ccco2)N3C)cc1 | 8%[87.6 µM] | 4%[172 µM] | -27%[87.6 µM] | ?
30 | Cc1cc(C)c2c(CC(=O)N3C[C@@H]4CCN(C)C[C@]4(C(=O)O)C3)coc2c1 | -13% | 5% | ? | i
31 | COc1ccc(N(C)C(=O)c2cc(S(=O)(=O)N3CCc4ccccc43)cn2C)c(OC)c1 | 8% | · | -16% | ·
32 | CN1CCC(N[C@H]2C[C@@H](Cc3cc(-c4ccc(F)cc4)on3)C2(C)C)CC1 | ? | 63µM* | ? | 8.9µM*
33 | COc1ccc(OC)c(CNC(=O)c2ccc3c(c2)c(C)c(C)n3Cc2ccc(Cl)cc2)c1 | -13% | · | -26% | ·

no. | IP6K1 inhibitor | 3T3 cytotox | GPT2 inh
25 | -1 | -27% | ·
26 | 6 | -25% | i
27 | 10 | · | ·
28 | 14 | · | ·
29 | 5 | ? | ?
30 | 2 | -15% | -22%
31 | -6 | · | ·
32 | 1 | 7.1µM* | 4%[88.5 µM]
33 | 4 | · | ·
